# From PubChem
# FEN1 inh = human FEN1 inhibition; P39748; Recombinant FEN1 flap cleavage, fluorescence, 15 min; Potency, µM (highest dose often 114 µM), for the others: at the highest dose activity change, negative = inhibition, most hits filed as inhibitors; 390,000 tested, 0.35% active; AID 588795; also: nearly all actives have a fitted effect of over 65% in size
# Target sequence (P39748 whole entry, looked up): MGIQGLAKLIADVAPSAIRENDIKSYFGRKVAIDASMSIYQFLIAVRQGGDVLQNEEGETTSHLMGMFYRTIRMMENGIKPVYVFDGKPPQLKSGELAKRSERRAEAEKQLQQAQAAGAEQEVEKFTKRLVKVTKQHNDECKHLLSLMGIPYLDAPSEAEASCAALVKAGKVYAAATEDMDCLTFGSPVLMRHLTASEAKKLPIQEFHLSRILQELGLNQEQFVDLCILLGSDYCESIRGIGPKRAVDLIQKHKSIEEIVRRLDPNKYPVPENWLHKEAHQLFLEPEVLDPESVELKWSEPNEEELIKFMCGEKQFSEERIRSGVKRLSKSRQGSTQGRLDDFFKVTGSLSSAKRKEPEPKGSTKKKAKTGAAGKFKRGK
#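 Compounds are tested as a concentration series against 10 nM FEN1; after a 15 min room-temperature preincubation, 50 nM substrate starts cleavage, with plate reads at 0 and 15 min. Normalized responses are fitted by a Hill equation.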
# N370S GC mod = inhibitors or activators of N370S glucocerebrosidase for Gaucher disease; P04062; N370S GC spleen homogenate, 4MU-glucoside fluorescence; Potency, µM (series often up to 59.4 µM), inactives show at the highest dose activity change, negative = inhibition, usual class: inhibitors; 330,000 tested, 0.092% active;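 also: 0% = full enzyme activity and -100% = no enzyme basal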
# GCN5L2 inh = GCN5L2 (KAT2A) acetyltransferase inhibition; GCN5L2 HAT assay, ThioGlo1 CoA-SH fluorescence; 390,000 tested, 0.21% active; Potency, µM (titrated, usually from 58.9 µM), for inactives: top-dose activity change, negative = inhibition, actives largely listed as inhibitors; Q92830; AID 504327
#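 ThioGlo1-coupled HAT assay: 20nM GCN5L2, 70uM acetyl-CoA, 75uM H3(1-25) peptide, pH 7.5. Fluorescence read at 340/540nm at start and after 20 min at room temperature.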
# The depositor's hits bear a star; u = inconclusive; x = not tested or not shown; & = joins results of further samples; [ ] = another dose, or the depositor's remark. Calls follow the shape of the dose curve; as a rule, active = well fitted curve in the direction sought with a large enough effect; inconclusive = small, poorly fitted or top-dose-only effect, or another doubt; inactive = no such curve, though single readings can be large; an effect the other way counts as inactive or inconclusive. Unless noted, % is scaled to controls: 0 for no effect and ±100 for the full control effect; potency is read from the fitted curve at half-maximal effect.
item	canonical_smiles	FEN1 inh	N370S GC mod	GCN5L2 inh
1	COc1ccc(CN2C(=O)C(CC(C)C)Nc3ncnc(N4CCCCC4)c32)cc1 (centres undefined)	u	-16%	-10%
2	Cc1ccc(NC2CCCN(C(=O)c3ccccc3-c3ncc[nH]3)C2)cc1C (centres undefined)	-6%	1%	2%
3	Cc1ccc2[nH]c(-c3ccccc3)cc(=O)c2c1	-12%	1%	-6%
4	Cc1nc(N2CCOCC2)[nH]c(=O)c1CCC(C)C	3%	-12%	-2%
5	COc1cccc(OCc2cc(C(=O)N3CCC(C(O)C(C)C)CC3)no2)c1 (centres undefined)	18%	-11%	-17%
6	C=CCOC(=O)CCP(=O)(CCC(=O)OCC=C)c1ccccc1	-9%	28%	-2%
7	CC1O[C@@H](O[C@H](C)CC[C@@H](C)O)C(O)C[C@H]1O (some centres undefined)	-4%	-2%	-9%
8	COc1ccc(CCNC(=O)c2cnc(C)cn2)cc1	19%	2%	1%
9	CCCn1nnc(NC(=O)/C=C/c2ccc(C(C)C)cc2)n1	18%	-3%	-2%
10	CCNC(=O)CC1C(=O)N(c2ccc(F)cc2)C(=O)N1CCC(C)C (centres undefined)	-2%	-11%	-1%
11	O=C(NC(=S)NCCOCc1ccc(Cl)cc1)c1cccnc1	-5%	3%	-1%
12	[O-]c1n[n+](-c2ccc(Cl)cc2)cc2ccccc12	-6%	6%	-4%
13	CCOC(=O)c1cccc(NC(=O)N2Cc3ccccc3Oc3ncccc32)c1	-1%	x	-2%
14	CC(C)(CS)C(=O)N1CCC[C@H]1C(=O)O	x	2%[21.6 µM]	-2%[21.4 µM]
15	COc1ccccc1OCCCN1C(=O)C(=O)c2cccc(C)c21	-18%	7%	6%
16	C=C1CCN(C(CC(C)C)C(=O)Nc2nc3ccc(Cl)cc3s2)S(=O)(=O)c2ccccc21 (centres undefined)	-5%	2%	x
17	Cc1ccc(-c2cc(C(=O)Nc3ccccn3)c3ccccc3n2)o1	-2%	-6%	-13%
18	O=C(O)CCC(=O)Nc1ccc(C(=O)OCC(=O)c2ccc(Cl)cc2)cc1	15%	3%	-5%
19	O=P(/C(=N/O)Sc1ccccc1)(N1CCOCC1)N1CCOCC1	-9%	4%	-1%
20	Cn1cc(-c2cccc(C(F)(F)F)c2)cc(C#N)c1=O	13%	u	7%

# (listing goes on)
item	canonical_smiles	FEN1 inh	N370S GC mod	GCN5L2 inh
21	CC(C)NC(=O)c1cc(-c2cccs2)nc2ccccc12	17%	u	-3%
22	O=C(NC1CCCCC1)C(c1ccccc1)N(Cc1cccnc1)C(=O)c1csnn1 (centres undefined)	-8%	-23%	-1%
23	Cc1nonc1OCCNCCNc1ccc([N+](=O)[O-])cc1Cl	-13%	-9%	-9%
24	O=C1c2cc(Br)ccc2OC2C=CC=CC12 (centres undefined)	-4%	x	-3%
25	COc1ccc(NC(=O)CSc2nc3[nH]ncc3c(=O)[nH]2)c(OC)c1	1%	-5%	4%
26	COc1ccc(S(=O)(=O)N2CC(=O)Nc3ccccc32)cc1	4%	-12%	-5%
27	Cc1[nH]n(-c2cccc(Cl)c2)c(=O)c1-c1ccc(Cl)cc1	0%	4%	-4%
28	COc1cccc(N=Nc2c(=O)[nH]n3c(C)cc(C)nc23)c1	-7%	9%	-3%
29	COc1ccc(N(C(C)C(=O)N/N=C/c2cc(Br)c(C)o2)S(C)(=O)=O)cc1 (centres undefined)	-12%	5%	1%
30	CCOc1ccc(NC(=O)CN(C)Cc2cc(=O)n3c(-c4ccccc4)csc3n2)cc1OCC	2%	6%	-2%
31	Cc1ccnc(NS(=O)(=O)c2ccc(N3C(=O)C4CCCCC4C3=O)cc2)n1 (centres undefined)	2%	26%	-5%
32	Cc1ccc2nc(SCC(=O)Nc3ccc(C#N)cc3)[nH]c2c1	-13%	x	-11%
33	O=C(CC1C(=O)N(c2ccc(F)cc2)C(=O)N1Cc1ccc2c(c1)OCO2)Nc1ccc(Cl)cc1 (centres undefined)	u	x	-7%
34	CCc1nc(C)cc2c1sc1ccccc12	-2%	4%	0%
35	Cc1ccc(NC(=O)CN2CCOCC2)cc1Cl	-10%	-5%	10%
36	CCN(CC)CCNC(=O)CS(=O)Cc1nc(-c2ccc(Cl)cc2)oc1C (centres undefined)	2%	2%	-3%
37	O=C(NCCN1CCOCC1)c1ccc(F)cc1	2%	-4%	-6%
38	O=C(CCN1C(=O)CSc2ccccc21)Nc1cccc(C(F)(F)F)c1	-15%	x	-5%
39	COc1ccc(C(=O)Nc2ccc(C)cn2)c(OC)c1	-16%	-6%	1%
40	COc1cccc(CNC(=O)CSC2=Nc3ccccc3N=C(c3ccc(F)cc3)C2)c1	14%	x	-1%

# (listing goes on)
item	canonical_smiles	FEN1 inh	N370S GC mod	GCN5L2 inh
41	C/C(=C\C(=O)c1ccc(C)cc1)Nc1cccc(O)c1	-10%	9%	-10%
42	NS(=O)(=O)c1cccc(NC(=O)Cn2cc(C(F)(F)F)cc(Cl)c2=O)c1	21%	7%	2%
43	CC1=CC(C)(C)NC(=S)N1c1cccc2cc(S(=O)(=O)O)ccc12	u	2%	-20%
44	CC(C)[C@@H](C(=O)N1CCN(C(=O)OC(C)(C)C)CC1)n1cc(CCO)nn1	5%	-6%	0%
45	CC(C)OCCCn1c(SCc2ccccc2C#N)nc2c(sc3ccccc32)c1=O	-4%	x	-16%
46	CC1(C)Cc2c(C#N)c(NCCc3ccccc3)nc(-c3ccco3)c2CO1	5%	10%	-4%
47	COc1ccc(-c2coc3cc(O)c(OC)cc3c2=O)cc1	7%	x	-4%
48	COc1ccc(-n2nc3c(N4CCCC(C(=O)NCCc5ccc(C)cc5)C4)nnc(C)c3c2C)cc1 (centres undefined)	0%	x	-1%
49	Cc1ccc(CCC(=O)Nc2ccc([N+](=O)[O-])cc2Cl)o1	1%	1%	-13%
50	Cc1ccc(-c2ccc(CCC(=O)O)n2CC2CCCO2)cc1 (centres undefined)	-6%	3%[12.8 µM]	-5%
51	CSCCCNC(=O)c1ccc(OC2CCN(CCc3ccccc3)CC2)cc1	17%	3%	-4%
52	CCOC(=O)C1CCN(CCC(=O)Nc2ccc(F)cc2)CC1	-7%	5%	-4%
53	CS(=O)(=O)N(CC(=O)Nc1ccccc1C(=O)N1CCOCC1)c1ccc(F)c(Cl)c1	2%	8%	-6%
54	Cc1cccc(C2=NN(c3ccccc3)[C@H](CO)[C@H]2C)c1	x	u	-20%[88.6 µM]
55	Cc1ccc(S(=O)(=O)NC(=O)NCCCN2CCOCC2)cc1	1%	-2%	-1%
56	O=C(O)CNc1ncccc1[N+](=O)[O-]	1%	-8%	-6%
57	O=C1CCC(=O)N1c1ccccc1	1%	-12%	-1%
58	O=C(NS(=O)(=O)c1ccccc1)c1ccccc1F	0%	-19%	-6%
59	Cn1c(N)c(C(=O)CSc2nnc(NC3CCCCC3)s2)c(=O)n(C)c1=O	-9%	-4%	-7%
60	C#CCOCCOCCOCCNc1nc(N2CCN(C(=O)CCCCCCCCCCNC(=O)[C@@H](CCC(=O)O)n3cc(CCCCCN)nn3)CC2)nc(N2CCN(C(=O)CCCCCCCCCCNC(=O)[C@@H](CCC(=O)O)n3cc(CCCCCN)nn3)CC2)n1	-3%	-11%	-9%

# Following part.
item	canonical_smiles	FEN1 inh	N370S GC mod	GCN5L2 inh
61	Cc1cccn2cc(-c3cccc(NC(=O)C(C)C)c3)nc12	-5%	x	-2%
62	O=C(O)c1ccc(Cl)c(S(=O)(=O)NCc2cccnc2)c1	0%	-23%	-3%
63	CCC(=O)c1ccc(OCC(=O)N(Cc2nnc(-c3ccccc3Cl)o2)C2CC2)cc1	-1%	-8%	-4%
64	CC(OC(=O)CNC(=O)c1sc2ccccc2c1Cl)c1ccccc1 (centres undefined)	-23%	x	-7%
65	O=C(CN1CCC(NC(=O)c2ccccc2Cl)CC1)NCc1ccco1	19%	-10%	-1%
66	COc1ccc(NCc2ccc([N+](=O)[O-])s2)cc1	-24%	-4%	-2%
67	COc1ccc(Nc2nc3c([nH]2)c(=O)[nH]c(=O)n3C)cc1	-12%	2%	-7%
68	CC(=O)Nc1ccc(C(=O)Nc2ccc3c(c2)OCCO3)cc1	17%	-4%	1%
69	Cc1ccccc1OC(C)C(=O)NCCC1=CCCCC1 (centres undefined)	-9%	6%	-9%
70	CCOC(=O)/C(C#N)=C/c1cccc(C)c1	-15%	-12%	-19%
71	CN(C)c1oc(/C=C/c2ccccc2)nc1C#N	-7%	u	u
72	COc1ccc(OC)c(S(=O)(=O)N(C)CC(=O)N2CCN(c3ccccc3F)CC2)c1	4%	1%	-6%
73	O=c1cc(CN2CCN(S(=O)(=O)c3ccc4ccccc4c3)CC2)nc2sccn12	12%	-3%	-1%
74	CC1=NOC(=O)/C1=C\c1ccc(-c2ccc(Cl)c(C(=O)O)c2)o1	u	7%	32µM*
75	Cc1ccc(-c2nnn(CC(=O)Nc3cccc4cccnc34)n2)o1	-12%	19%	-3%
76	Cc1ccc(OC(=O)c2cc(C)nn2C(C)(C)C)cc1	3%	4%	-23%
77	O=C(CCl)c1ccc2[nH]c(=O)oc2c1	1%	-4%	-6%
78	O=C(CSc1nccc2ccccc12)N1CCN(c2ccccn2)CC1	-20%	-8%	-11%
79	COc1cc(OC)c(NC(=O)CCc2ccccc2)cc1Cl	6%	28%	3%
80	O=C(NCc1ccccc1)C(=O)Nc1nc(-c2ccccc2)cs1	-7%	0%	0%

# Remaining list, next part
item	canonical_smiles	FEN1 inh	N370S GC mod	GCN5L2 inh
81	CC(C)(C)NC(=O)CN(Cc1ccc2c(c1)OCO2)C(=O)CNS(=O)(=O)c1ccc(F)cc1	6%	-11%	-8%
82	Cc1ccnc(NCc2cc(C)ccc2O)c1	2%	-13%	-13%
83	Cc1ccc(-c2ncccc2OC(=O)C23CC4CC(CC(C4)C2)C3)cc1	-10%	-13%	-18%
84	COc1cc(CC(=O)OCC(=O)NCc2cccs2)cc(OC)c1OC	-1%	x	0%
85	C=CCn1c(CNC(=O)c2ccco2)nnc1SCC(=O)c1ccccc1	-1%	27%	-2%
86	CC(Sc1nnc(-c2cccs2)n1N)C(=O)NCC1CCCO1 (centres undefined)	4%	-12%	3%
87	Cc1nc(SCc2cc(=O)c3cccc(F)c3[nH]2)n[nH]1	0%	x	-7%
88	CC(C)NC(=O)COC(=O)c1cncc(Br)c1	18%	-11%	-3%
89	COCCNC(=O)c1ccc2c(c1)ncn2-c1ccc(C)c(Cl)c1	3%	8%	-14%
90	CCc1ccccc1NC(=O)CSc1nc(-c2cccc(Cl)c2)nc2c1Cc1c(CO)cnc(C)c1O2	-4%	x	-3%
91	CC(C)(C)SCCNC(=O)COc1ccc(Cl)cc1	-6%	0%	1%
92	CCn1nccc1C(=O)NC1=C(C#N)CCC1	-4%	1%	-18%
93	Cc1cc(NC(=O)NC(C)(C(F)(F)F)C(F)(F)F)no1	1%	5%	-3%
94	COc1cc(CC(=O)O)c(C(C)=O)cc1OC	-11%	7%	2%
95	Cc1cc(C)n(-c2nc3ccccc3nc2N2CCN(S(=O)(=O)c3ccc(F)c(C)c3)CC2)n1	8%	4%	-2%
96	CC(C)CC(CC(C)C)=NNC(=O)c1ccc(CSc2nncn2C)cc1	5%	-7%	-1%
97	COc1cc(O)c(C(=O)/C=C/c2ccccc2)c(OC)c1	-7%	17%&7%	-10%&-16%
98	COc1cc2c(cc1O)CCN(C(=O)c1ccco1)C2C (centres undefined)	5%	6%	-3%
99	Cc1c(/C=N/n2cnnc2)c2ccccc2n1CCOc1ccc(Cl)cc1	-9%	-4%	-11%
100	COc1ccc(S(=O)(=O)n2nc(OC(C)=O)cc2N)cc1	45µM*	-1%	13%

# 4 structures out of the list, arranged by number of heavy atoms, low to high.
item	canonical_smiles	FEN1 inh	N370S GC mod	GCN5L2 inh
91	CC(C)(C)SCCNC(=O)COc1ccc(Cl)cc1	-6%	0%	1%
97	COc1cc(O)c(C(=O)/C=C/c2ccccc2)c(OC)c1	-7%	17%&7%	-10%&-16%
81	CC(C)(C)NC(=O)CN(Cc1ccc2c(c1)OCO2)C(=O)CNS(=O)(=O)c1ccc(F)cc1	6%	-11%	-8%
95	Cc1cc(C)n(-c2nc3ccccc3nc2N2CCN(S(=O)(=O)c3ccc(F)c(C)c3)CC2)n1	8%	4%	-2%

# (cont.)
item	canonical_smiles	FEN1 inh	N370S GC mod	GCN5L2 inh
101	Cn1c(SCC(=O)N2CCN(c3ccccc3)CC2)nnc1-c1ccccc1	-1%	10%	8%
102	Cc1ccc(C)c(NC(=O)c2cc(-c3cc(C)c(C)cc3O)n[nH]2)c1	12%	-12%	16%
103	O=C(NCCNC1CCCCC1)c1ccco1	-10%	-10%	-6%
104	Cc1ccc2oc(/N=C(\N)NC(=O)C(C)(C)C)nc2c1	0%	3%	-7%
105	O=C(COC(=O)/C=C/c1ccc([N+](=O)[O-])cc1)NCc1cccs1	-6%	x	0%
106	O=C(O)c1cc(Cl)c(Cl)cc1C(=O)N(Cc1ccccc1)Cc1ccccc1	3%	4%	-9%
107	CCCn1cc(CN2CCC(n3nccc3NC(=O)CCOc3ccccc3)CC2)c(C)n1	10%	-5%	-4%

# Structures listed above printed as active in GCN5L2 inh.
No.	compound	N370S GC mod	GCN5L2 inh
74	CC1=NOC(=O)/C1=C\c1ccc(-c2ccc(Cl)c(C(=O)O)c2)o1	7%	32µM*
